human PMI inhibitors: MPI inhibition at elevated mannose 6-phosphate – biochemical, fluorescence intensity, high mannose 6-phosphate, primary screen (AID 1220). recombinant PMI enzyme, coupled fluorescence intensity; higher % means a stronger effect. inhibition, % at 20 µM; hits with a dose series show IC50 in µM. hit rate 0.66% among 190,000
ER stress rescue: protection against thapsigargin-triggered cell killing – 384-well, CSM14.1, ATP luminescence, primary screen (AID 1222). CSM14.1 thapsigargin-induced death rescue, ATP luminescence; higher % means a stronger effect. 190,000 tested, under 10 active. cellular ATP content (survival), % at 20 µM, or EC50 in µM where a hit was titrated;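 active = EC50 below 50 µM in the dose-response confirmation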;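 also: death triggered by thapsigargin at about 15 µM added after 2 h compound pretreatment; cell ATP read after overnight thapsigargin exposure of roughly 18 to 22 hours; normalized against plate controls of thapsigargin alone and 5% DMSO vehicle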
RSV antiviral HEp-2: RSV antiviral activity via CPE protection, HEp-2 cells, primary 10 µM value included (AID 2391); one-dose CPE inhibition, % at 10 µM; IC50 in µM for titrated hits; HEp-2 cells, RSV-induced CPE inhibition; higher % means a stronger effect; hit rate 0.13% among 310,000; in the data active = a potency from the dose series; inconclusive = CPE inhibition mostly from about 23% at the one dose, without a potency; inactive = the rest, 99 in 100 with CPE inhibition below about 21%; also: strong numbers were not always called active
PMI inhibitors: MPI enzyme activity inhibition – biochemical, fluorescence intensity, coupled assay, primary screen (AID 1209); one-dose inhibition, % at 20 µM; IC50 in µM for titrated hits; purified PMI enzyme, coupled fluorescence intensity; higher % means a stronger effect; hit rate 0.42% among 190,000;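 also: plate controls were DMSO vehicle for no effect and wells lacking substrate for full effect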
Large T inhibition: TAg ATPase/helicase activity blockers – biochemical (AID 1903) | hit rate 0.39% among 310,000 | SV40 large T antigen ATPase/helicase inhibition assay; higher % means a stronger effect | one-dose inhibition, % at 20 µM; IC50 in µM for titrated hits; in the data active = a potency from the dose series; inconclusive = inhibition mostly from about 32% at the one dose, without a potency; inactive = the rest, 99 in 100 with inhibition below about 32%; also: strong numbers were not always called active
TNAP activators: human TNAP enzyme activators, primary screen, biochemical, luminescent, no phosphate acceptor, uHTS (AID 1001) | purified TNAP, luminescent activation assay, no phosphate acceptor; higher activation fold means a stronger effect | one-dose activation fold at 20 µM; EC50 in µM for titrated hits | hit rate 0.03% among 200,000; in the data active = activation fold from about 3, or a potency from the dose series; inactive = the rest, 99 in 100 with activation fold below about 1.6; also: many of its hits are not listed in these tables
Insulin prom up: MIN6 insulin promoter up-regulation; hit rate 0.3% among 190,000; z-score at 5 µM; MIN6 insulin promoter-GFP reporter, high-content imaging; active compounds read high;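 active = z-score above 3 at 5 µM with at least 500 cells counted in the well; inconclusive = wells under 500 cells, flagged as cytotoxic or low count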
West Nile virus CPE: West Nile virus antiviral activity, cell-based, CPE readout (AID 1621). West Nile virus-infected cells, CPE inhibition; higher % means a stronger effect. hit rate 0.02% among 290,000. CPE inhibition, % at 10 µM, or IC50 in µM where a hit was titrated; in the data active = a potency from the dose series; inconclusive = CPE inhibition mostly from about 3.7% at the one dose, without a potency; inactive = the rest, 99 in 100 with CPE inhibition below about 2.2%; also: strong numbers were not always called active
PhoP inhibition: PhoP-dependent GFP reporter repression – Salmonella Typhimurium, primary screen (AID 1863) | S. Typhimurium PhoP-regulated promoter GFP reporter, 4 h; higher % means a stronger effect | inhibition, % at 50 µM, or IC50 in µM where a hit was titrated | hit rate 0.16% among 300,000;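 active = inhibition over 29.93%, a cutoff 3 SD above the screen mean, later confirmed by dose response; inconclusive = inhibition over 29.93% but no dose response follow-up; inactive = inhibition at most 29.93% or unconfirmed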;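 also: 0% = low Mg2+ inducing control and 100% = high Mg2+ repressing control; strong numbers were not always called active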
Insulin prom up cell count: second read-out of Insulin prom up, no call of its own (marks repeat the call); cell count; measured here: cytotoxicity, nuclei count;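 total cells summed across four imaged fields per well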
Starred values were filed as active, the others as inactive; ? = inconclusive; . = not tested or not shown; & = joins results of further samples. Rule as the data show it, unless noted: active = inhibition above about 50%; inactive = the rest.

SMILES	human PMI inhibitors	ER stress rescue	RSV antiviral HEp-2	PMI inhibitors	Large T inhibition	TNAP activators	Insulin prom up	Insulin prom up cell count	West Nile virus CPE	PhoP inhibition
COc1ccc(N2CCN(CCNC(=O)CCNS(=O)(=O)c3cccs3)CC2)cc1	-3%	-1.0%	1.0%	2%	24%	1.1	0.35	1144	0.6%	-4%
COC(=O)c1cc2c(=O)c3ccccc3oc2nc1/C=C/N(C)C	.	.	2.3%	.	5%	.	.	.	1.0%	7%
CC(C)(C)c1cc(C(=O)NCc2ccccc2)ccn1	-12%	-0.7%	10%	-8%	15%	1.1	.	.	-0.7%	-7%
CNc1nc(N)c([N+](=O)[O-])c(Nc2cccc(Cl)c2)n1	.	.	.	.	5%	.	-0.88	1410	-0.2%	-12%
COc1ccc(-c2nn(C)c3sc(C(=O)N4CCOCC4)cc23)cc1OC	11%	1.5%	1.2%	12%	22%	1.1	-0.51	1296	0.8%	1%
Cc1cccc(/C(N)=N/OC(=O)c2ccoc2C)c1	.	.	1.8%	.	3%	.	.	.	-1.4%	-2%
CC(C)COc1ccc(Cc2cnc(N)nc2N)cc1	2%	-0.7%	-2.3%	-4%	6%	1.1	0.5	682	-0.6%	97µM*
C=CCn1c(SCC(N)=O)nc(C)cc1=O	7%	-0.3%	0.6%	17%	14%	1.1	1	1233	0.1%	5%
Cc1cc(=O)[nH]c(NCc2ccccc2)n1	.	.	-0.8%	.	-5%	.	0.08	1115	0.0%	-11%
Cc1nc(Oc2cccc(Cl)c2)c2oc3ccccc3c2n1	2%	-0.9%	18%	10%	-3%	1.1	-0.19	824	-0.6%	-5%
CN(c1ccc(C(=O)Nc2ccc(CC#N)cc2)cc1)S(C)(=O)=O	0%	-0.7%	1.1%	1%	8%	1.1	0.43	1188	0.3%	0%
COc1ccc(C2/C=C\CN(S(=O)(=O)c3ccc4ccccc4c3)CC(=O)N2Cc2ccc(F)cc2)cc1 (centres undefined)	.	.	0.0%	.	2%	.	1.8	894	-1.3%	1%
CC(C(=O)NCc1ccccc1Cl)n1cc([N+](=O)[O-])cn1 (centres undefined)	.	.	3.3%	.	8%	.	.	.	-0.1%	-5%
CSc1nnc(-c2ccncc2)n1/N=C/c1cn(-c2ccccc2)nc1-c1ccc(Cl)cc1	.	.	1.9%	.	0%	.	-0.25	995	-0.2%	-3%
Cc1cc(C)c(S(=O)(=O)Nc2ccc(N(C)C)cc2)c(C)c1-n1cnnn1	.	.	3.8%	.	0%	.	.	.	-0.6%	5%
Cc1ccc(Cl)cc1NC(=O)COC(=O)C1CCCCC1	7%	-0.6%	0.9%	6%	17%	1.2	-0.26	909	0.1%	-9%
COc1cc2[nH]c(-c3ccc(C)cc3)cc(=O)c2cc1OC	-24%	-5.0%	1.0%	-17%	6%	1.1	-0.04	1127	-0.3%	-10%
Cc1cccc2cc3c(nc12)-c1ccccc1C3=O	.	.	2.3%	.	8%	.	.	.	-0.6%	-3%
CC(C)c1cc(-c2cc(-c3ccc(Cl)cc3)on2)nc(NCC2CC2)n1	.	.	6.1%	.	19%	.	-0.36	886	0.3%	3%
O=C(COc1cccc2cccnc12)N1CCc2ccccc2C1	-6%	6.4%	1.4%	7%	13%	1	0.31	849	0.1%	-6%
COc1ccc2c(c1)c(C(C)=O)c(C)n2C	.	.	0.8%	.	10%	.	-0.24	1011	0.0%	-2%
COc1ccc(-n2cc(-c3ccccc3)c3c(NCCCN4CCOCC4)ncnc32)cc1	10%	1.5%	-3.9%	22%	26%	1.1	1.3	1118	-0.4%	-1%
N#Cc1ccc(NC(=O)COC(=O)CSc2nnc(-c3ccc(Cl)cc3)o2)cc1	0%	-1.9%	-0.7%	5%	9%	1.1	-0.49	1453	0.0%	5%
CCOC(CNC(=O)CCc1c(C)nc2ncnn2c1C)OCC	-13%	0.6%	0.7%	-7%	9%	1	0.34	850	-0.1%	-8%
O=C(CN1C(=O)NC2NC(=O)NC21)N/N=C/c1ccccc1O (centres undefined)	15%	-0.8%	2.5%	-10%	7%	1.9	0.12	1641	0.7%	-2%
COc1cccc(CNC(=O)c2ccc(NC(=O)C3CCCO3)cc2)c1 (centres undefined)	-3%	.	2.8%	0%	1%	1	0.57	1246	-0.2%	-3%
COc1ccc(/C=C(/CC(=O)NCc2ccc(Cl)cc2)c2nc3ccccc3s2)cc1	4%	-2.6%	1.6%	7%	14%	1	0.49	1385	-1.4%	-1%
COc1ccccc1CN1C[C@@H]2C[C@@H](c3cccc(C)n3)N3CCC[C@@]23C1=O	5%	0.0%	1.1%	8%	25%	1.1	0.1	1575	-1.2%	-5%
N#Cc1ccc(CO/N=C/c2ccccc2)cc1	2%	-0.7%	2.1%	-14%	23%	1.1	0.86	1233	-0.3%	5%
CCOC(=O)CCn1cc(F)c(=O)[nH]c1=O	11%	0.4%	0.3%	5%	15%	1.1	-0.49	1602	0.8%	16%
N#Cc1c(C#N)c(-c2ccccc2)n(-c2ccccc2)c1N	12%	-2.0%	0.4%	9%	6%	1.1	-0.52	1467	-0.2%	-10%
O=c1[nH]c2c(s1)C=Nc1ccccc1N2	-3%	0.5%	?	-20%	-2%	1.1	-0.21	1152	0.7%	-12%
Cc1noc(NS(=O)(=O)c2ccc(NC(=O)CSc3nc4ccccc4s3)cc2)c1C	-21%	.	1.4%	0%	4%	1.1	0.67	1069	0.6%	-5%
O=C(NCCOc1cccc(Oc2ccccc2)c1)c1cc(-n2cnnc2)ccc1Cl	11%	-0.9%	2.6%	12%	-4%	1.1	0.1	1916	-0.5%	6%
CN1C(=O)C(c2nnc(Nc3cccc4ccccc34)s2)C2CC1(C)Oc1ccccc12 (centres undefined)	3%	-1.5%	-1.5%	-1%	0%	1.1	0.16	1226	-1.0%	5%
COc1ccc(/C=N/NC(=O)CN(C)S(=O)(=O)c2ccc(NC(C)=O)cc2)cc1	0%	-1.1%	4.0%	2%	17%	1.1	0.56	1527	0.8%	0%
CCOC(=O)Cn1c(=O)oc2cc(S(=O)(=O)NCCc3ccc(C)cc3)ccc21	20%	-2.6%	1.7%	17%	2%	1.1	-0.39	1786	0.4%	8%
S=C(N/N=C/c1ccco1)NC1CC2CCC1C2 (centres undefined)	.	.	0.6%	.	18%	.	.	.	1.5%	0%
CCc1nnc(NC(=O)c2ccc(S(=O)(=O)N(CC)CC)cc2)s1	-27%	-1.4%	5.4%	-21%	12%	1.1	-0.18	1104	0.0%	2%
CCN(CC)c1ccc(/C=C2/C(=O)ON=C2C)cc1	3%	-3.4%	1.3%	7%	29%	0.7	-0.08	1306	-0.8%	23%

Entries of single compounds as entered above:
Listed for `CCc1nnc(NC(=O)c2ccc(S(=O)(=O)N(CC)CC)cc2)s1` = human PMI inhibitors: -27%; ER stress rescue: -1.4%; RSV antiviral HEp-2: 5.4%; PMI inhibitors: -21%; Large T inhibition: 12%; TNAP activators: 1.1; Insulin prom up: -0.18; Insulin prom up cell count: 1104; West Nile virus CPE: 0.0%; PhoP inhibition: 2%
Listed for `O=c1[nH]c2c(s1)C=Nc1ccccc1N2` = human PMI inhibitors: -3%; ER stress rescue: 0.5%; RSV antiviral HEp-2: ?; PMI inhibitors: -20%; Large T inhibition: -2%; TNAP activators: 1.1; Insulin prom up: -0.21; Insulin prom up cell count: 1152; West Nile virus CPE: 0.7%; PhoP inhibition: -12%
Listed for `O=C(NCCOc1cccc(Oc2ccccc2)c1)c1cc(-n2cnnc2)ccc1Cl` = human PMI inhibitors: 11%; ER stress rescue: -0.9%; RSV antiviral HEp-2: 2.6%; PMI inhibitors: 12%; Large T inhibition: -4%; TNAP activators: 1.1; Insulin prom up: 0.1; Insulin prom up cell count: 1916; West Nile virus CPE: -0.5%; PhoP inhibition: 6%

Following part:
SMILES	human PMI inhibitors	ER stress rescue	RSV antiviral HEp-2	PMI inhibitors	Large T inhibition	TNAP activators	Insulin prom up	Insulin prom up cell count	West Nile virus CPE	PhoP inhibition
COc1ccc(CCN2CC(C(=O)NC3CCCCC3)CC2=O)cc1OC (centres undefined)	-15%	-0.6%	1.9%	-10%	10%	1.1	0.85	1166	-0.6%	-6%
Cc1ccc(C(C(=O)NCc2ccccc2)N(C(=O)c2csnn2)C2CC2)cc1 (centres undefined)	.	.	-0.6%	.	-7%	.	.	.	-1.0%	-4%
CCC(C)NC(=O)Cn1c(=O)n(CCCCC(=O)NCc2ccco2)c(=O)c2ccccc21 (centres undefined)	-5%	1.5%	1.5%	3%	13%	1.1	-0.32	1022	0.0%	4%
Cc1cc(NC(=O)CSCc2nc(-c3cccc(Cl)c3)oc2C)no1	8%	-1.4%	1.1%	3%	23%	1.1	0.28	1315	.	-1%
C=CCn1c(=NC(=O)c2cccc(N3C(=O)CCC3=O)c2)sc2cccc(OC)c21	.	.	1.0%	.	3%	.	-1.3	824	0.3%	-7%
O=C(Nc1cccc2ccccc12)N1CCc2ccccc2C1	34%	3.7%	5.2%	8%	9%	1.1	0.1	1195	-0.2%	0%
CC1CCCN(C(=O)CCNC(=O)Cn2cnc3ccccc3c2=O)C1 (centres undefined)	.	.	0.9%	.	22%	.	.	.	-0.8%	-3%
N#Cc1c(N)c(C#N)c(-c2ccc3c(c2)OCO3)c2c1CCCC2	22%	-1.6%	0.9%	12%	5%	1.2	-0.94	1081	0.6%	5%
Cc1ccccc1N=C1NC(=O)CC(c2ccccc2)S1 (centres undefined)	8%	2.0%	2.2%	12%	6%	1	0.14	825	-0.2%	-7%
Cc1cccc(-c2csc(NC(=O)c3cnccn3)c2C(=O)OC(C)C)c1	-4%	-3.6%	3.2%	0%	0%	1	-0.51	866	0.6%	-12%
CCc1nn(C(CC)C(=O)NCCc2ccc(OC)cc2OC)c(=O)c2cc3occc3n12 (centres undefined)	.	.	9.5%	.	2%	.	.	.	0.3%	1%
COc1cc2c(C#N)c(N3CCCC3)nc(N)c2c(N)n1	.	.	-1.1%&-1.1%	.	13%&8%	.	-0.88	942	0.0%&0.2%	-11%
COC(=O)CSc1nc2nc(C)cc(C)n2n1	9%	.	-1.1%	8%	0%	1.1	0.69	1937	1.8%	8%
CCOC(=O)Cc1csc(NC(=O)c2sc3nc4ccc(C)cc4cc3c2N)n1	-91%	0.6%	2.8%	-31%	11%	0.9	.	.	0.5%	-8%
CC(C)NC(=O)CC1OC(=O)c2ccccc21 (centres undefined)	-1%	-1.0%	0.1%	-2%	6%	0.9	.	.	?	-6%
Cc1cc(C)nc(SCC(=O)n2c3c(c4ccccc42)CCCC3)n1	-2%	-0.6%	1.6%	-13%	17%	1.2	-0.02	1361	0.2%	6%
CC(C)(C)NC(=O)NC(=O)CSc1ncn[nH]1	6%	-0.1%	11%	6%	4%	1	-0.14	1245	1.3%	4%
C/C(CCN1CCc2nc(-c3ccccc3)c(-c3ccccc3)cc2C1)=N\O[C@@H](C)c1cn([C@H](CO)Cc2ccccc2)nn1	-10%	-3.5%	4.2%	-15%	16%	1	-0.4	1113	.	-3%
c1ccc2c(c1)nnn2-c1ncnc2sc3c(c12)CCCC3	-6%	-1.4%	1.6%	-2%	2%	1	0.27	1520	0.5%	9%
COc1ccc2ccccc2c1/C=N/NC(=S)NCCN1CCOCC1	2%	-0.9%	1.2%	7%	5%	1	0	1285	-0.9%	-2%
